From PubChem BioAssay
USP1 inh: Inhibitors of USP1/UAF1: Primary Screen. Ubiquitin carboxyl-terminal hydrolase 1 (Homo sapiens), O94782. recombinant USP1/UAF1, Ub-Rhodamine cleavage fluorescence. Potency, µM (series often up to 57.1 µM), inactives show at the highest dose activity change, negative = inhibition, usual class: inhibitors. 390,000 tested, 0.23% active; also: potency is read from the fitted curve at half-maximal effect; % is scaled to controls: 0 for no effect and ±100 for the full control effect; nearly all actives have a fitted effect of over 60% in size; inactives centre near -12
Target sequence (O94782 whole entry, looked up): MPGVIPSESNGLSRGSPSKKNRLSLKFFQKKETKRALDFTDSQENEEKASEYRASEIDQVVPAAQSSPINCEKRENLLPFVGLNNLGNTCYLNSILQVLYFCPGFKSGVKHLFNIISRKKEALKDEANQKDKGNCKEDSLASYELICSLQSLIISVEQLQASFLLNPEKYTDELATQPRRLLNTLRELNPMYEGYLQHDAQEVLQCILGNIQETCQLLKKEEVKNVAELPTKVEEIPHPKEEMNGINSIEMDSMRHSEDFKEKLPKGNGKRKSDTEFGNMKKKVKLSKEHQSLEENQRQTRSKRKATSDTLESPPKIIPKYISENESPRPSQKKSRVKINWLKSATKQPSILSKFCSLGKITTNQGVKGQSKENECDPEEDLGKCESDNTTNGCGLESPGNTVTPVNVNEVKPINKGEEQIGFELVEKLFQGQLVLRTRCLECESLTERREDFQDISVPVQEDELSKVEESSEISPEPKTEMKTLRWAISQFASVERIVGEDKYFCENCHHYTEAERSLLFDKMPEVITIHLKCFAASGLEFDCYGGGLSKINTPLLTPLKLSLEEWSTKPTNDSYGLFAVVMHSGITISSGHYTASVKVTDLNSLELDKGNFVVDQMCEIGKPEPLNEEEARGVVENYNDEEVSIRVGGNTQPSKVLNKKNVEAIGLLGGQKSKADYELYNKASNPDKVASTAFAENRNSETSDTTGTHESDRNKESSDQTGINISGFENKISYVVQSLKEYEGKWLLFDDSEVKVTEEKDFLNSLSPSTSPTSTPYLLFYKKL
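USP1/UAF1 complex at 1 nM was preincubated with compound for 15 min at room temperature, then Ub-Rho substrate (150nM final) was added. Fluorescence (480/540 nm) was read kinetically, 6 reads every 60 seconds.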
LDHA block: qHTS assay for inhibitors of human lactate dehydrogenase | L-lactate dehydrogenase A chain (Homo sapiens), P00338 | purified LDHA, NADH/diaphorase-resazurin fluorescence; active compounds read low | activity change, % (values are at about 110 or 230 µM) | 480,000 tested, 0.15% active; in the data active = activity change below about -30%; inconclusive = mostly about -25% to -30%;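 also: plate controls were DMSO wells for no effect and wells without enzyme for full effect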
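LDH5 2 nM; NADH 0.06 mM, pyruvate 0.2 mM; 200 mM Tris pH 7.4, EDTA, Tween-20; 5 min RT. Detection: diaphorase 0.133 mg/mL + resazurin 37 µM, fluorescence ex540/em590 at 0 and 20 min; normalized to enzyme-free and DMSO wells.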
GRP78 ERSR act: qHTS for Inducers of the Endoplasmic Reticulum Stress Response (ERSR) in Human Glioma: qHTS | U87-MG GRP78 promoter luciferase reporter, 16 h | Potency, µM, for the others: top-dose activation, actives largely listed as activators | 420,000 tested, 0.02% active; also: potency is read from the fitted curve at half-maximal effect; series mostly up to about 76 µM; % of control where 0% means no effect; nearly all actives have a fitted effect of over 35% in size
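Stably transfected U87-MG glioma cells carrying a GRP78-based luciferase sensor; 16 h compound incubation. Luminescence end-point read 10 min after Bright-Glo addition at room temperature.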
IDH1 R132H inh: qHTS for Inhibitors of mutant isocitrate dehydrogenase 1 (IDH1): qHTS; IDH1-R132H enzyme, NADPH consumption, diaphorase/resazurin fluorescence; 390,000 tested, 0.093% active; Potency, µM (series often up to 76.6 µM), for inactives: at the highest dose activity change, negative = inhibition, actives largely listed as inhibitors; Isocitrate dehydrogenase [NADP] cytoplasmic (Homo sapiens), O75874; AID 602179, 2012; also: potency is read from the fitted curve at half-maximal effect; % is scaled to controls: 0 for no effect and ±100 for the full control effect; nearly all actives have a fitted effect of over 65% in size
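IDH1-R132H (0.5 ug/mL dispensed) in pH 7.5 Tris buffer was preincubated 30 min with compound, then given a substrate mix of 0.016 mM NADPH and 2 mM alpha-KG for 80 min at room temperature; remaining NADPH was read by diaphorase/resazurin fluorescence.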
TrxR1 substrate: qHTS Assay for Substrates of Mammalian Selenoprotein Thioredoxin Reductase 1 (TrxR1): qHTS | purified TrxR1 substrate turnover, NADPH consumption readout | 390,000 tested, 0.01% active | Thioredoxin reductase 1, cytoplasmic (Rattus norvegicus), O89049 | Potency, µM (top dose mostly 114 µM), for inactives: top-dose activity change, negative = substrate turnover; also: potency is read from the fitted curve at half-maximal effect; % is scaled to controls: 0 for no effect and ±100 for the full control effect; nearly all actives have a fitted effect of over 50% in size
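Rat TrxR1, dispensed at 90 nM, was prereduced with 400 uM NADPH (final) for 5 min at ~22 deg C, then incubated with compound 15 min before 400 uM selenite. A first-read NADPH fluorescence drop versus no-compound background flagged substrates.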
TrxR1 inh: qHTS Assay for Inhibitors of Mammalian Selenoprotein Thioredoxin Reductase 1 (TrxR1): qHTS; Potency, µM (titrated, usually from 114 µM), for inactives: at the top dose activity change, negative = inhibition, most hits filed as inhibitors; Thioredoxin reductase 1, cytoplasmic (Rattus norvegicus), O89049; AID 588453, 2011; 390,000 tested, 1% active; recombinant rTrxR1, NADPH fluorescence consumption, selenite substrate; also: potency is read from the fitted curve at half-maximal effect; % is scaled to controls: 0 for no effect and ±100 for the full control effect; nearly all actives have a fitted effect of over 65% in size
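Rat TrxR1 (90 nM in the dispensed reagent) was pre-reduced with 400 uM NADPH for 5 min at room temperature, then incubated with compound for 15 min. After 400 uM selenite was added, NADPH fluorescence (Ex 340/Em 450 nm) was followed for 8 min.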
Vif-A3G inh: qHTS for Inhibitors of Vif-A3G Interactions: qHTS. HeLa A3G-eYFP + Vif (tagged APOBEC3G with the HIV-1 protein that degrades it), YFP fluorescence, overnight. Potency, µM (highest dose often 46.1 µM), inactives show at the highest dose activity, negative = active, usual class: inhibitors. 410,000 tested, 0.076% active. AID 602310, 2012;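 also: potency is read from the fitted curve at half-maximal effect; % is scaled to controls: 0 for no effect and ±100 for the full control effect; nearly all actives have a fitted effect of over 60% in size; hits raise eYFP signal because A3G escapes Vif-driven loss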
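HeLa cells stably expressing Vif and C-terminally eYFP-tagged A3G, seeded overnight at 37 deg C, then exposed to compound by pintool overnight at 37 deg C. Rise in yellow fluorescence (Ex 488/Em 500-530, Acumen) marks blocked Vif-driven A3G degradation.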
Vif-APOBEC3F blk: qHTS for Inhibitors of Vif-A3F Interactions: qHTS | Potency, µM (series often up to 46.1 µM), without a hit: at the highest dose activity, negative = active | AID 602313, 2012 | 390,000 tested, 0.2% active | HeLa A3F-eYFP + Vif (tagged APOBEC3F with the HIV-1 protein that degrades it), YFP fluorescence increase; also: potency is read from the fitted curve at half-maximal effect; % of control where 0% means no effect; nearly all actives have a fitted effect of over 65% in size
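HeLa cells stably expressing Vif plus C-terminally eYFP-tagged A3F were seeded, incubated overnight at 37 deg C, dosed with compound, incubated overnight again at 37 deg C. Yellow fluorescence (Ex 488/Em 500-530) reported blocked Vif-mediated A3F-eYFP degradation.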
RGS4 inhibitor: Inhibitors of Regulator of G Protein Signaling (RGS) 4: qHTS; 390,000 tested, 0.039% active; Transcreener GDP fluorescence polarization, RGS4-accelerated GTP hydrolysis; Regulator of G-protein signaling 4 (Homo sapiens), P49798; Potency, µM (doses to about 114 µM), for the others: at the highest dose activity change, negative = inhibition, most hits filed as inhibitors; also: potency is read from the fitted curve at half-maximal effect; % is scaled to controls: 0 for no effect and ±100 for the full control effect; nearly all actives have a fitted effect of over 75% in size; some results filed as inactive show a strong effect at the top dose
Target sequence (P49798 whole entry, looked up): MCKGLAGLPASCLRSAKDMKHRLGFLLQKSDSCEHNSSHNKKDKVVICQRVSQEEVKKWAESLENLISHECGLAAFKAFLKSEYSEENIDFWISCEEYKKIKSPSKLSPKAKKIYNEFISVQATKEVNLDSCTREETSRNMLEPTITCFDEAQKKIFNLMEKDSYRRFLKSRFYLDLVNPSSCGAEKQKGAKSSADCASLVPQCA
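MLSMR compounds (23 nl, pin-transferred) preincubated 10 min at room temperature with a 500nM (2x) first reagent, then RGS4 at 900nM (2x) plus Transcreener GDP mix added; fluorescence polarization (620/688 nm) read before and after 90 min at 30 °C.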
Starred values were filed as active, the others as inactive; u = inconclusive; x = not tested or not shown; [ ] = another dose, or the depositor's remark. Unless noted, calls follow the shape of the dose curve; as a rule, active = well fitted curve in the direction sought with a large enough effect; inconclusive = small, poorly fitted or top-dose-only effect, or another doubt; inactive = no such curve, though single readings can be large; an effect the other way counts as inactive or inconclusive.

SMILES | USP1 inh | LDHA block | GRP78 ERSR act | IDH1 R132H inh | TrxR1 substrate | TrxR1 inh | Vif-A3G inh | Vif-APOBEC3F blk | RGS4 inhibitor
CC(=O)Nc1ccc(S(=O)(=O)Nc2nc3ccccc3nc2N2CCOCC2)cc1 | 2% | -9 | -7% | -4% | -8% | -9% | -1% | 9% | 14%
CCOC(=O)C1NN=C(C(=O)c2ccccc2)C1c1ccccc1 (stereo not given) | -1% | 0 | -4% | 6% | -10% | -9% | -2% | 9% | 4%
O=C(CN1C(=O)CCC1=O)NCC12CC3CC(CC(C3)C1)C2 | -14% | -7 | 6% | 11% | -6% | u | 3% | 2% | -2%[11.4 µM]
Cc1ccc(CN(Cc2ccco2)C(=S)NCC(=O)O)cc1 | 3% | -1 | -2% | -3% | 1%[57.1 µM] | -5%[57.1 µM] | -1% | -1% | -28%
O=S(=O)(c1ccc(Cl)nc1)N1CCCc2ccccc21 | -22% | -7 | -5% | 7% | -4% | -4% | -5% | -27% | -9%
O=C(Cn1nnc(-c2ccccc2)n1)Nc1ccc2c(c1)OCO2 | -5% | -12 | -3% | 2% | -8% | -3% | 3% | -11% | 0%
CCN1CCN(C(c2cccnc2)c2cc(Cl)c3cccnc3c2O)CC1 (stereo not given) | -14% | 16 | 8% | 4% | -3% | 4.5µM* | -19% | u | u
COc1ccc(S(=O)(=O)N2CCCC2C(=O)NCC(=O)Nc2cccc(Cl)c2C)cc1 (stereo not given) | -11% | -17 | 3% | -2% | 12%[0.0914 µM] | 6%[57.1 µM] | -1% | -4% | 7%
CC(=O)NCC(=O)NC(C(=O)Nc1ccc2c(c1)OCCO2)c1ccc(C)cc1 (stereo not given) | -9% | 4 | 4% | 3% | 3% | 2% | -1% | x | -44%
CN(C)CCCN(C(=O)COc1ccccc1)c1nc2cc3c(cc2s1)OCCO3 | -26% | -1 | -1% | -5% | 1% | 21% | 1% | 14% | -8%
COc1ccc(Cn2ccc3nc(C)c(C(=O)Nc4cc(OC)c(OC)c(OC)c4)cc3c2=O)cc1 | -3% | -3 | -2% | 1% | 6%[57.1 µM] | 15%[57.1 µM] | 3% | -4% | u
Cc1ccc(NCC(=O)N/N=C/c2cc(O)ccc2[N+](=O)[O-])cc1 | -29% | -4 | -3% | -2% | -4%[57.1 µM] | -2%[57.1 µM] | 0% | 12% | 10%

Compound profiles, from the list above. Screens in order: USP1 inh, LDHA block, GRP78 ERSR act, IDH1 R132H inh, TrxR1 substrate, TrxR1 inh, Vif-A3G inh, Vif-APOBEC3F blk, RGS4 inhibitor
`O=C(Cn1nnc(-c2ccccc2)n1)Nc1ccc2c(c1)OCO2` as listed: -5%, -12, -3%, 2%, -8%, -3%, 3%, -11%, 0%
`O=S(=O)(c1ccc(Cl)nc1)N1CCCc2ccccc21` as listed: -22%, -7, -5%, 7%, -4%, -4%, -5%, -27%, -9%
`CC(=O)Nc1ccc(S(=O)(=O)Nc2nc3ccccc3nc2N2CCOCC2)cc1` as listed: 2%, -9, -7%, -4%, -8%, -9%, -1%, 9%, 14%
`CCOC(=O)C1NN=C(C(=O)c2ccccc2)C1c1ccccc1` (stereo not given) as listed: -1%, 0, -4%, 6%, -10%, -9%, -2%, 9%, 4%
`COc1ccc(Cn2ccc3nc(C)c(C(=O)Nc4cc(OC)c(OC)c(OC)c4)cc3c2=O)cc1` as listed: -3%, -3, -2%, 1%, 6%[57.1 µM], 15%[57.1 µM], 3%, -4%, u

Some entries already given, limited to Vif-APOBEC3F blk and GRP78 ERSR act:
| structure | Vif-APOBEC3F blk | GRP78 ERSR act |
| --- | --- | --- |
| Cc1ccc(NCC(=O)N/N=C/c2cc(O)ccc2[N+](=O)[O-])cc1 | 12% | -3% |
| O=C(CN1C(=O)CCC1=O)NCC12CC3CC(CC(C3)C1)C2 | 2% | 6% |
| CN(C)CCCN(C(=O)COc1ccccc1)c1nc2cc3c(cc2s1)OCCO3 | 14% | -1% |
| O=C(Cn1nnc(-c2ccccc2)n1)Nc1ccc2c(c1)OCO2 | -11% | -3% |

Other records:
SMILES | USP1 inh | LDHA block | GRP78 ERSR act | IDH1 R132H inh | TrxR1 substrate | TrxR1 inh | Vif-A3G inh | Vif-APOBEC3F blk | RGS4 inhibitor
COc1ccccc1N1CCN(C2CCCCC2NS(=O)(=O)c2ccccc2)CC1 (stereo not given) | -16% | -1 | -3% | 0% | -12% | -3% | 0% | -1% | -4%
CCN1C(=O)C2(c3ccccc31)c1c(oc3ccccc3c1=O)C(=O)N2CCOC (stereo not given) | -18% | 0 | -1% | 9% | 2% | 5% | 5% | 13% | -1%
Cc1cc(Cl)ccc1NC(=O)c1ccc2c(c1)OCO2 | -7% | -3 | -2% | 5% | 15%[57.1 µM] | 6%[57.1 µM] | -11% | -4% | 19%
O=c1c2ccccc2nnn1CCN1CCOCC1 | 5% | -7 | -1% | 2% | 0% | 18% | -1% | -5% | 36%
CC(C)OC(=O)CSc1nnc(-c2cccnc2)n1N | -16% | -5 | -3% | 5% | 7% | 17%[57.1 µM] | 0% | -4% | -3%
Cc1ccc(S(=O)(=O)NCC(=O)OCC(=O)c2ccc(S(=O)(=O)N3CCCCC3)cc2)cc1C | -14% | -4 | -6% | 1% | -6% | 8% | -5% | 1% | -1%
Nc1nonc1C(=O)N/N=C/c1cc2c(cc1Br)OCO2 | -20% | -3 | 7% | 19% | 9% | 44%[activator] | 0% | -28% | -25%
COc1cc(/C=C2/NC(=O)N(CC(=O)Nc3cccc(C)c3)C2=O)ccc1OCC(N)=O | -10% | -15 | 0% | 7% | 2%[57.1 µM] | 20%[57.1 µM] | -5% | 10% | u
Cc1ccc(S(=O)(=O)NC(Cc2ccccc2)C(=O)NN)cc1 (stereo not given) | -23% | -2 | -2% | 5% | -6% | 14%[57.1 µM] | 0% | -8% | -39%
CCOC(=O)Cc1csc(SCC(=O)Nc2cc(Cl)ccc2Oc2ccccc2)n1 | -3% | 1 | -4% | 6% | -7% | 7%[57.1 µM] | -2% | 0% | -2%
Cc1cc(C)nc(N2CCN(c3ncnc4c3cnn4Cc3ccc(Cl)cc3Cl)CC2)n1 | -16% | 3 | -6% | -1% | -6% | 8% | 2% | 0% | -6%
O=C(COC(=O)CNC(=O)c1ccccc1)Nc1ccc(S(=O)(=O)N2CCCC2)cc1 | -7% | -4 | -3% | -11% | -5% | -1% | -5% | 3% | 15%
CCOC(=O)C(CC)n1nc(C)n2c(cc3sccc32)c1=O (stereo not given) | 1% | -2 | -5% | 2% | 3%[57.1 µM] | 5%[57.1 µM] | 0% | -6% | 6%

This is a subset (hit frequency here may not be typical).
